K1F lysis inhibition = protection from phage-mediated lysis, alamar blue read-out – E. coli UTI89, K1F phage, bacterial capsule biogenesis inhibitors (AID 488966) | actives 0.02% (n = 340,000) | E. coli UTI89 K1F phage lysis, alamar blue, 2 h; higher % means a stronger effect | inhibition, % at 100 µM; hits with a dose series show IC50 in µM;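 active = phage lysis inhibition, versus mean bacterial control, above a set limit; inconclusive = no clear call, values can overlap the other calls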;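 also: capsule biogenesis inhibitors block K1F phage lysis so surviving cells raise fluorescence; higher fluorescence means more inhibition of phage lysis; actives were called in the ten point dose series up to 300 µM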
Myeloid diff MLP = promotes myeloid progenitor differentiation; ER-HoxA9 myeloid progenitors, lysozyme-GFP differentiation, flow cytometry; calls only at 10 µM; actives 1% (n = 360,000);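 active = normalized GFP-positive differentiation at or above the plate's own cutoff, the solvent-only control mean plus 3 SD; inconclusive = no clear call, values can overlap the other calls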;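 also: cells exposed to compound for four days before flow analysis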
Myeloid diff MLP GFP+ MAC1+ % = second read-out of Myeloid diff MLP, no call of its own (marks repeat the call); GFP+ MAC1+ double positive, %; measured here: differentiation confirmed by MAC1 staining
Active calls of the source: *; i = inactive; ? = inconclusive; nt = not tested or not shown; + = active, no number; ! = not confirmed by another sample; [ ] = remark or other dose.

SMILES | K1F lysis inhibition | Myeloid diff MLP | Myeloid diff MLP GFP+ MAC1+ %
CC(=O)C1CCC2C3CC=C4CC(SC(=N)N)CCC4(C)C3CCC12C (stereo unspecified) | -10% | i | 2.7
CSCCC(NS(=O)(=O)c1ccc(C)cc1)C(=O)N1CCN(C(C)=O)CC1 (stereo unspecified) | 0.2%[50 µM] | i | 0.5
O=C(/C=C/c1cccc(Cl)c1)NNC(=O)c1ccncc1 | 0.9%[50 µM] | i | 1.3
NS(=O)(=O)c1cccc2c1c([N+](=O)[O-])cc1nc(O)c(O)nc12 | 2.0% | i | 3.0
CC1(C)CCC(=O)c2ccccc21 | -1.1% | i | 0.7
Cc1ccc(Nc2nnc(SC(C)C(=O)NCC3CCCO3)s2)cc1 (stereo unspecified) | 0.5%[50 µM] | i | 0.8
Cc1c(C(=O)NCc2ccccc2CN2CCCC2)oc2c(F)cccc12 | 0.6%[50 µM] | i | 0.4
CC(OC(=O)c1cccc(-n2cnnn2)c1)c1nc2ccccc2c(=O)[nH]1 (stereo unspecified) | 1.6%[50 µM] | i | 0.3
O=C(Nc1ccc(Cl)cc1F)C1CC(=O)N(Cc2ccco2)C1 (stereo unspecified) | 1.1%[50 µM] | i | 2.3
COc1ccc(S(=O)(=O)N2CCOCC2)cc1NC(=O)/C=C/c1ccc(F)cc1 | -0.4%[50 µM] | i | 0.3
O=[N+]([O-])c1ccccc1CCc1ccccc1[N+](=O)[O-] | -3.5% | i | 1.0
Cc1ccc2sc(N(CCCN(C)C)C(=O)c3ccc(S(=O)(=O)N4CCCCCC4)cc3)nc2c1C | 0.6%[50 µM] | i | 0.5
CCCCn1c(N)c(N(CCC(C)C)C(=O)CC2OC(=O)c3ccccc32)c(=O)[nH]c1=O (stereo unspecified) | 0.3%[50 µM] | i | 0.7
N#CCCN(C(=O)CN1CCN(S(=O)(=O)c2ccc(Cl)s2)CC1)c1ccc(F)cc1 | 0.6%[50 µM] | i | 0.5
O=C(N[C@@H]1C/C=C\C[C@@H](CC(=O)N(CCO)Cc2ccccc2)C(=O)N[C@H](Cc2ccccc2)COC1=O)OCC1c2ccccc2-c2ccccc21 | 0.0% | i | 1.5
COc1ccc(N2CCN(C(=O)COC(=O)[C@@H](NC(=O)c3ccccc3Cl)C(C)C)CC2)cc1 | 1.0%[50 µM] | i | 0.2
COc1ccc(N2CCN(C(=O)CCNC(=O)c3ccc(Br)cc3)CC2)cc1 | -0.1%[50 µM] | i | 1.8
CCc1ccc(N2CC(C(=O)Nc3ccc4c(c3)OCO4)CC2=O)cc1 (stereo unspecified) | 0.4%[50 µM] | i | 0.5
CCCOc1ccc(C(F)(F)F)cc1NC(=O)CN1C(=O)C(=O)N(CC)C1=O | 0.8%[50 µM] | i | 0.8
COc1cc(OC)cc(C(=O)NCC(=O)OC(C)C(=O)NC(C)C2CC3CCC2C3)c1 (stereo unspecified) | -2.3% | i | 0.4
Cc1ccc(NC(=O)CN2CCC(NC(=O)c3ccccc3F)CC2)cc1C | 0.0% | i | 0.2
O=C(COC(=O)c1ccco1)NCc1ccc(Cl)cc1Cl | 0.8%[50 µM] | i | 0.4
Cc1ccc([C@@H]2CC=C(C(=O)O)[C@H](c3cccc(F)c3)N2S(=O)(=O)c2ccccc2C)cc1 | 0.1% | i | 0.8
Cc1ccc(S(=O)(=O)N2CCOCC2)cc1C(=O)OCC(=O)NC1CCCCC1 | 1.6%[50 µM] | i | 1.2
C=CCNc1cc(F)ccc1S(=O)(=O)NCC=C | 0.2% | i | 0.7
CC(OC(=O)c1ccc(Cl)nc1)C(=O)NCc1ccc2c(c1)OCO2 (stereo unspecified) | 0.2%[50 µM] | i | 1.6
O=C(COC(=O)CSc1ccc([N+](=O)[O-])cc1)NC1CCCCCCC1 | -0.6%[50 µM] | i | 2.1
CCOC(=O)c1c(NC(=O)COC(=O)c2nccnc2N)sc2c1CCC2 | 0.1%[50 µM] | i | 0.7
CCC(Cc1ccccc1)OC(=O)c1ccccc1C(=O)O (stereo unspecified) | -1.1% | i | 1.0
CC(C)CN(C(=O)c1ccc(N2CCCC2=O)cc1)c1c(N)n(Cc2ccccc2)c(=O)[nH]c1=O | -0.4% | i | 0.3
Cc1noc(C)c1S(=O)(=O)N(C)C[C@H]1Oc2ccc(NC(=O)C3CC3)cc2C(=O)N([C@H](C)CO)C[C@@H]1C | -1.0% | i | 0.1
Cn1c(N=Cc2ccc([N+](=O)[O-])cc2)c(N)c(=O)n(C)c1=O | 1.4% | i | 1.5
C[C@H]1CN([C@@H](C)CO)C(=O)Cc2cc(NC(=O)CCC(F)(F)F)ccc2O[C@H]1CN(C)S(=O)(=O)c1ccc(F)cc1 | 2.3% | i | 1.4
Cc1ccc(NC(=O)CN(C)C(=O)c2ccccc2Sc2ccccc2C#N)cc1 | 0.5%[50 µM] | i | 0.8
COc1ccc(Cl)c2sc(N3CCN(C(=O)c4ccco4)CC3)nc12 | 2.1%[50 µM] | i | 0.7
Cc1cc(C)c(OCC(=O)Nc2nnc(C3CC3)s2)c(C)c1 | -0.3%[50 µM] | i | 0.7
O=C(CNC(=O)c1ccc(Cl)cc1)c1ccc(Br)cc1 | 0.3% | i | 0.5
CC[C@@H]1C/C=C\Cc2ccccc2[C@@H](C(=O)C[C@H](O)CC(C)=O)OC1=O | 0.2% | i | 0.7
Fc1cccc(CN(C2=NCCN2)c2c(Cl)cccc2Cl)c1 | 4.9% | i | 5.0
CCCCn1c(N)c(N(CC(C)C)C(=O)c2cnccn2)c(=O)[nH]c1=O | 0.5%[50 µM] | i | 0.1
CCN(CC)S(=O)(=O)c1cccc(NC(=O)CN2C(=O)NC3(CCC(C)CC3)C2=O)c1 (stereo unspecified) | 0.5%[50 µM] | i | 0.8
CC(=O)Nc1ccc(NC(=O)c2cc[n+]([O-])cc2)cc1 | 0.1% | i | 0.7
O=C(O)c1cc(N=Nc2c(O)[nH]c3ccc([N+](=O)[O-])cc23)ccc1Cl | 0.0% | i | 0.1
Cc1cccc(C(=O)Nc2ccc(C(=O)N/N=C/c3ccco3)cc2)c1 | -0.6% | i | 0.9
Nc1cc2c(cc1Cl)-c1ccccc1C2 | -2.5% | i | 0.6
COc1ccc(-n2nc(C(=O)NCC(=O)O)c3ccccc3c2=O)cc1 | 0.1% | i | 0.3
COc1ccccc1NC(=O)c1ccc(COc2ccccc2OC)cc1 | -1.0% | i | 0.5
O=C(NCc1ccccc1)c1onc(CSc2ccncc2)c1C(=O)NCc1ccccc1 | -0.6% | i | 0.6
COc1ccccc1NC(=O)c1cnc(SCC(=O)NCC2CCCO2)n(C)c1=O (stereo unspecified) | 0.5%[50 µM] | i | 0.4
Cc1nc(SCC(=O)N(CC(C)C)C2CCS(=O)(=O)C2)c(C#N)c(C)c1C (stereo unspecified) | 0.9%[50 µM] | i | 0.5
CC1Nc2ncnc(N3CCc4ccccc4C3)c2N(Cc2ccc(Br)cc2)C1=O (stereo unspecified) | 0.5% | +! | 2.5*!
O=S(=O)(Cc1ccc(Cl)cc1Cl)c1ccc(Cl)cc1 | -3.3% | ? | nt
COc1ccc(C(=O)Nc2cccc(C)n2)cc1S(=O)(=O)N1CCCc2ccccc21 | -0.1%[50 µM] | i | 0.8
CC(C)Cn1c(N)c(C(=O)COC(=O)c2ccccc2C(=O)c2ccccc2)c(=O)n(C)c1=O | 0.3%[50 µM] | i | 0.8
O=C(C1CC1)N1CCN(Cc2ccccc2)CC1 | 0.2% | i | 0.5
CCOc1ccc(CCN2C(=S)N([C@@H](CC(C)C)CN3CCCC3CN3C(=S)NC[C@@H]3CC(C)C)C[C@@H]2CC(C)C)cc1 (stereo partly specified) | 0.0% | i | 0.0
CC(=O)Nc1cc([N+](=O)[O-])ccc1OCc1ccccc1 | 1.2% | i | 0.8
COc1cccc(CNC(=O)CCc2ccc(OC)c(OC)c2)c1 | 0.2% | i | 0.5
Clc1cccc(-c2ccc3ncnc(NCc4cccs4)c3c2)c1 | -0.8% | i | 0.1
CCn1c(SCC(=O)N(C)C)nc2cc(S(=O)(=O)N3CCOCC3)ccc21 | 1.4%[50 µM] | i | 0.5
Continued.
SMILES | K1F lysis inhibition | Myeloid diff MLP | Myeloid diff MLP GFP+ MAC1+ %
COc1ccc(C(=O)NCc2nnc(SCC(=O)c3ccccc3)n2C)cc1OC | 0.1%[50 µM] | i | 0.8
O=C(COC(=O)c1ccc(O)cc1O)Nc1cccc2ccccc12 | -0.5% | i | 1.1
O=C(COC(=O)COc1ccc(Cl)cc1)NC1CCCC1 | 0.8%[50 µM] | i | 1.1
C#CCOCCOCCOCCNc1nc(N2CCN(C(=O)[C@H](CCCCN)n3cc(CN)nn3)CC2)nc(N2CCN(C(=O)[C@H](CC(N)=O)n3cc(C(N)[C@H](C)CC)nn3)CC2)n1 (stereo partly specified) | 1.4% | i | 2.4
C[C@H](CO)N1C[C@H](C)[C@@H](CN(C)S(C)(=O)=O)Oc2ccc(NC(=O)Cn3cnnn3)cc2C1=O | 0.2% | i | 1.3
O=C(COc1ccc([N+](=O)[O-])cc1Cl)Nc1ccc2[nH]c(=O)[nH]c2c1 | 0.7% | i | 0.8
CC1(NC(=O)Cc2csc(-c3cccc(Cl)c3)n2)CCS(=O)(=O)C1 (stereo unspecified) | 0.4%[50 µM] | i | 0.3
CC1CCN(C(=O)C(C)OC(=O)CSc2ccc([N+](=O)[O-])cc2)CC1 (stereo unspecified) | 0.0%[50 µM] | i | 0.5
Cc1ccccc1C(=O)N1CCC(C(=O)N(CC(C)C)c2c(N)n(Cc3ccccc3)c(=O)[nH]c2=O)CC1 | 1.2%[50 µM] | i | 1.8
CCc1sc(C(=O)Nc2ccc3nc(C)sc3c2)cc1C | 0.1%[50 µM] | i | 0.6
O=C(Cn1nc(C(=O)O)c2ccccc2c1=O)Nc1cc(Cl)ccc1-n1cncn1 | 0.2%[50 µM] | i | 0.3
CC(C)c1ccc(COC(=O)CN2C(=O)NC3(CCCCC3C)C2=O)cc1 (stereo unspecified) | 0.9%[50 µM] | i | 0.5
Cc1occc1-c1nnc(SCC(=O)N2CCCC(C)C2)o1 (stereo unspecified) | 0.7%[50 µM] | i | 0.9
O=C(Cc1c(F)cccc1Cl)OCC(=O)N1CCN(c2ccccc2)CC1 | 0.3% | i | 1.1
COc1ccc(-c2ccc3oc(-c4ccc(OC)cc4)c(C#CCCO)c3c2)cc1 | 0.9% | i | 1.0

Compounds shown so far with bromine (three):
SMILES | K1F lysis inhibition | Myeloid diff MLP | Myeloid diff MLP GFP+ MAC1+ %
COc1ccc(N2CCN(C(=O)CCNC(=O)c3ccc(Br)cc3)CC2)cc1 | -0.1%[50 µM] | i | 1.8
O=C(CNC(=O)c1ccc(Cl)cc1)c1ccc(Br)cc1 | 0.3% | i | 0.5
CC1Nc2ncnc(N3CCc4ccccc4C3)c2N(Cc2ccc(Br)cc2)C1=O (stereo unspecified) | 0.5% | +! | 2.5*!

Carrying on.
SMILES | K1F lysis inhibition | Myeloid diff MLP | Myeloid diff MLP GFP+ MAC1+ %
CC1CCCC(NC(=O)CSc2ncnc3ccccc23)C1C (stereo unspecified) | -0.1%[50 µM] | i | 0.8
CCn1c(CN2CCCCC2)nc2cc(S(=O)(=O)N3CCCCC3)ccc21 | -0.5%[50 µM] | i | 0.9
CCOC(=O)C1=CN(Cc2cccc(F)c2)S(=O)(=O)N(C)C1c1ccc(C(F)(F)F)cc1 (stereo unspecified) | 0.3% | i | 0.3
COc1ccc(C2=CC(=O)C[C@H](COCc3ccccc3)N(C(=O)OC(C)(C)C)O2)cc1 | 0.3% | i | 0.6
COc1ccccc1C(=O)COC(=O)C(NC(=O)Cc1ccccc1)C(C)C (stereo unspecified) | 0.4%[50 µM] | i | 0.8
CC1(C(=O)OCC(=O)Nc2nnc(-c3ccccc3)o2)CC1(Cl)Cl (stereo unspecified) | 0.2%[50 µM] | i | 0.5
O=C(NC1CCN(Cc2ccccc2)CC1)c1ccccc1NS(=O)(=O)c1ccc(F)cc1 | 0.7%[50 µM] | i | 0.6
NNC(=O)CSc1nnc(-c2ccccc2)n1-c1ccccc1 | -0.1% | i | 0.4
COC(=O)c1ccc2[nH]c3cccc(/C(=C/c4ccccc4)c4ccccc4)c3c2c1 | -0.1% | i | 0.8
COc1ccc(C(=O)/C=C/c2ccc(O)cc2)c(O)c1C/C=C(\C)CCC=C(C)C | -0.1% | i | 1.5

In the list so far, 9 contain two or more sulfur atoms.
SMILES | K1F lysis inhibition | Myeloid diff MLP | Myeloid diff MLP GFP+ MAC1+ %
CSCCC(NS(=O)(=O)c1ccc(C)cc1)C(=O)N1CCN(C(C)=O)CC1 (stereo unspecified) | 0.2%[50 µM] | i | 0.5
Cc1ccc(Nc2nnc(SC(C)C(=O)NCC3CCCO3)s2)cc1 (stereo unspecified) | 0.5%[50 µM] | i | 0.8
Cc1ccc2sc(N(CCCN(C)C)C(=O)c3ccc(S(=O)(=O)N4CCCCCC4)cc3)nc2c1C | 0.6%[50 µM] | i | 0.5
N#CCCN(C(=O)CN1CCN(S(=O)(=O)c2ccc(Cl)s2)CC1)c1ccc(F)cc1 | 0.6%[50 µM] | i | 0.5
Cc1nc(SCC(=O)N(CC(C)C)C2CCS(=O)(=O)C2)c(C#N)c(C)c1C (stereo unspecified) | 0.9%[50 µM] | i | 0.5
CCOc1ccc(CCN2C(=S)N([C@@H](CC(C)C)CN3CCCC3CN3C(=S)NC[C@@H]3CC(C)C)C[C@@H]2CC(C)C)cc1 (stereo partly specified) | 0.0% | i | 0.0
CCn1c(SCC(=O)N(C)C)nc2cc(S(=O)(=O)N3CCOCC3)ccc21 | 1.4%[50 µM] | i | 0.5
CC1(NC(=O)Cc2csc(-c3cccc(Cl)c3)n2)CCS(=O)(=O)C1 (stereo unspecified) | 0.4%[50 µM] | i | 0.3
CCc1sc(C(=O)Nc2ccc3nc(C)sc3c2)cc1C | 0.1%[50 µM] | i | 0.6

An excerpt (hit frequency here may not be typical).
